Screening results: PubChem BioAssay, The Scripps Research Institute Molecular Screening Center
ADAM17 inh: inhibits human ADAM17. P78536. recombinant ADAM17, EDANS/DABCYL FRET peptide cleavage. inhibition, % at 6.95 µM. 370,000 tested, 0.83% active. AID 720648;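 active means inhibition above the mean of compounds lying between control limits plus 3 SD, set per campaign, cut at about 8.5% in these data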;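 further: 0% = DMSO-only wells as the low control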
Target sequence (P78536 215-824 limits assumed): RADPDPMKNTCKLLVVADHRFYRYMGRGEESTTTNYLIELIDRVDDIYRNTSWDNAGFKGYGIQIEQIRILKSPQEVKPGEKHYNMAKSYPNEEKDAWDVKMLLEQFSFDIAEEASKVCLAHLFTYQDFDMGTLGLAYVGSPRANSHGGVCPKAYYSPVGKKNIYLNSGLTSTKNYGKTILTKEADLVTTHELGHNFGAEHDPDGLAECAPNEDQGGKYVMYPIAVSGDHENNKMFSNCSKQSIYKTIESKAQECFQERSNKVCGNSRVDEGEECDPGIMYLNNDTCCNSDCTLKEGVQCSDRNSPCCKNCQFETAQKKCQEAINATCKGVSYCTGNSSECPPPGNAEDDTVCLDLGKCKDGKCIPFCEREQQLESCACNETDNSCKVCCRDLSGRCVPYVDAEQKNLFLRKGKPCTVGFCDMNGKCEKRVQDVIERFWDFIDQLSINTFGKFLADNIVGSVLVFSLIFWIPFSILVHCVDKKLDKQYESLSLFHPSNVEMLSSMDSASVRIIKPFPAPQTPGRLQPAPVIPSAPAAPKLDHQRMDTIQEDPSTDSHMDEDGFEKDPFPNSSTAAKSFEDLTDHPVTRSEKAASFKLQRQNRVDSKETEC
sPLA2-III inh: Blocks human group III sPLA2 activity; QFRET BODIPY PC-A2 liposome hydrolysis, fluorescence; 370,000 tested, 0.56% active; AID 743126; Q9NZ20; inhibition, % at 12.2 µM;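 active means inhibition above mean plus 3 SD of compounds lying within the high and low control bounds, cut at about 19% in these data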;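 further: 0% = median of test compound wells and 100% = no enzyme DMSO wells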
hgDAF-12 ag: activates the H. glycines DAF-12 receptor ligand-binding domain; HEK293 GAL4-hgDAF12 UAS-luciferase reporter, agonist luminescence; normalized to butyrate control; activation, % at 6.8 µM; 370,000 tested, 1.8% active;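 active means activation above a cutoff set at the mean of all screened compounds plus 3 SD, cut at about 10% in these data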;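 further: 0% = DMSO wells and 100% = sodium butyrate wells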
DAX1 inh-1: NR0B1 (DAX1) inhibition | HEK293 Gal4-DAX1 luciferase reporter, luminescence | inhibition, % at 6.75 µM | 340,000 tested, 0.99% active | AID 504766;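 active means inhibition above the mean over all tested compounds plus 3 SD, cut at about 4.2% in these data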;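 further: 0% = DAX1-transfected cells with DMSO and 100% = empty-vector control cells with DMSO; inhibition shows as a rise in luminescence from relieved DAX1 repression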
DAX1 inh-2: blocks DAX1 repression of SF-1 activated StAR promoter; HEK293T StAR-luciferase reporter, SF-1/DAX-1 repression relief; inhibition, % at 6.8 µM; AID 652010; 370,000 tested, 1.1% active;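 active means inhibition above the mean over all tested compounds plus 3 SD, cut at about 3.6% in these data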;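 further: 0% = DAX-1 cells with DMSO and 100% = cells lacking DAX-1 with DMSO; higher inhibition means more luminescence from relief of DAX-1 repression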
FXN GAA850 act: increases GAA850 frataxin promoter reporter activity. HEK293 lucGAA850 FXN promoter luciferase reporter, 24 h; percent of 10 µM SAHA response. activation, % at 6 µM. 360,000 tested, 0.56% active. AID 540364;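 active means activation above the average of all compounds screened plus 3 SD, cutoff fixed separately per campaign, cut at about 7.5% in these data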;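 further: 0% = DMSO wells and 100% = 10 µM SAHA wells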
PLCg1 inh: blocks human PLC-gamma1 enzyme activity; P19174; purified PLC-gamma1, fluorogenic substrate, fluorescence; inhibition, % at 12.2 µM; 370,000 tested, 0.84% active; AID 720700; in the data active means inhibition above about 9.5%
hcDAF12 agonist: H. contortus DAF-12 activation, primary screen | activation, % at 6.8 µM | HEK293 hcDAF-12 lit1-tk-luc reporter, luminescence; 0% DMSO, 100% Δ7-dafachronic acid | 370,000 tested, 1.4% active;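 active means activation above the mean of all tested compounds plus 3 SD, cut at about 5.5% in these data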;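 further: 100% = response to 3 µM Δ7-dafachronic acid high control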
PLC-beta3 inh: PLC-beta3 (human) inhibition, primary screen | Q01970 | Purified PLC-beta3, fluorogenic substrate, fluorescence | inhibition, % at 12.2 µM | 370,000 tested, 0.18% active | AID 720704; in the data active means inhibition above about 11%;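 further: 0% = median of compound wells on plate and 100% = full blocker control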
ADAM10 inh: ADAM10 inhibition, QFRET primary screen. O14672. 370,000 tested, 0.62% active. inhibition, % at 7 µM. recombinant ADAM10, EDANS/DABCYL FRET peptide cleavage, 3 h;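 active means inhibition above a per-campaign cutoff equal to the mean of compounds falling between control-based bounds plus 3 SD, cut at about 20% in these data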;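 further: 0% = DMSO wells while the 100% control is not disclosed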
Target sequence (O14672 214-748 limits assumed): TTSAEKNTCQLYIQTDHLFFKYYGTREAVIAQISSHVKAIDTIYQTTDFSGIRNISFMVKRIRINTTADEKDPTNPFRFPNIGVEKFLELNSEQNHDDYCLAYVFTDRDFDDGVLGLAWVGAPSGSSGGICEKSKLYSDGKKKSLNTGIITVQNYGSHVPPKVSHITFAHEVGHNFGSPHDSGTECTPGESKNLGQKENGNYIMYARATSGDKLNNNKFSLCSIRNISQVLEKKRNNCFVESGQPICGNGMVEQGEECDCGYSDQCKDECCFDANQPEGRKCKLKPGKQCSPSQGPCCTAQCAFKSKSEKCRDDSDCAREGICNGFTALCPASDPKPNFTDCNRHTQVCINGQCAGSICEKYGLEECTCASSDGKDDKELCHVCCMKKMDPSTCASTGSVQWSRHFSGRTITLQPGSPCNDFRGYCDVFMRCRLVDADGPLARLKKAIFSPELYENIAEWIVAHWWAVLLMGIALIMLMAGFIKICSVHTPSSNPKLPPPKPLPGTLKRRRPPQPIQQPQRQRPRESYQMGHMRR
ssDAF-12 act: S. stercoralis DAF-12 activation, primary screen; HEK293 ssDAF-12/GRIP1 lit1-tk-luc reporter, luminescence; % of 3 µM dafachronic acid response; activation, % at 6.8 µM; 370,000 tested, 1% active;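 active means activation above the mean over all tested compounds plus 3 SD, cut at about 0.9% in these data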;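 further: 0% = DMSO-only wells and 100% = 3 µM delta7-dafachronic acid wells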
Starred values were filed as active, the others as inactive; i = inactive; . = not tested or not shown.

| molecule | ADAM17 inh | sPLA2-III inh | hgDAF-12 ag | DAX1 inh-1 | DAX1 inh-2 | FXN GAA850 act | PLCg1 inh | hcDAF12 agonist | PLC-beta3 inh | ADAM10 inh | ssDAF-12 act |
| --- | --- | --- | --- | --- | --- | --- | --- | --- | --- | --- | --- |
| Cn1c(=O)[nH]c(=O)c2c1nc(SCc1ccccc1Cl)n2CC(N)=O | -5 | 4 | 0.1 | -0.1 | -0.5 | -2.3 | -1 | 1.5 | -1 | -6 | -1.1 |
| O=C(NNC1CC(c2ccccc2)=NN1C(=O)c1ccccc1)c1ccccc1 (configuration not stated) | -2 | -2 | 1.9 | -0.8 | -1.1 | -1.4 | 5 | -0.9 | 3 | 5 | -1.7 |
| N#Cc1sc2nc(C3CC3)cc(-c3ccc(Cl)cc3)c2c1N | -34 | 2 | -2.9 | -1.5 | -1.4 | 6.5 | i | -0.4 | i | -110 | -1.0 |
| CN[C@@H](CO)C(=O)NC[C@H]1O[C@@H](n2cnc3c(=O)[nH]c(N)nc32)[C@H](O)[C@@H]1O | -3 | 6 | -0.3 | . | -0.6 | . | -1 | -2.1 | 2 | -5 | -0.7 |
| COc1cccc(N2C(=O)C3C(C2=O)C3(c2ccccc2)c2ccccc2)c1 (configuration not stated) | 0 | -7 | 1.8 | 1.8 | 0.0 | -0.8 | 0 | 0.1 | -4 | 2 | -1.5 |
| Cc1ccc(OCC(=O)NNC(=O)c2ccccc2OCc2c(C)noc2C)cc1 | -2 | 1 | 0.1 | -1.4 | 0.2 | -1.1 | 0 | -2.9 | -6 | -5 | -1.4 |
| Cc1cc(C)n(CCn2nc(C)cc2C)n1 | 3 | 6 | -0.6 | 0.2 | 0.6 | -2.8 | 2 | 1.7 | 3 | 4 | -1.4 |
| CC(=O)N/N=C(\C)CC(=O)Nc1cccc(C(F)(F)F)c1 | -2 | -12 | -0.5 | -0.2 | 0.1 | 1.4 | -2 | -2.1 | -10 | 3 | -1.4 |
| Cc1c(-c2cccc(Cl)c2)nc2ccccc2c1C(=O)NC1CC1 | -1 | 3 | 8.7 | 1.2 | -1.6 | -2.5 | 1 | -1.2 | -6 | -6 | -0.9 |
| CCOc1c(OC)ccc2c3c(c(=O)oc12)CCCC3 | -49 | -1 | -0.2 | 0.8 | -1.0 | 4.3 | -317 | -3.9 | -448 | -126 | -1.2 |
| COCCn1c(SCC(=O)Nc2ccc(F)cc2)nc2c([nH]c3ccccc32)c1=O | 2 | 2 | 2.6 | -0.5 | -0.3 | 0.4 | 2 | 4.6 | -4 | 0 | 0.1 |
| Cc1cc(C)c(C(=O)O)c(CC(C)(C)C(=O)O)c1 | -2 | 1 | 0.4 | 2.9 | 0.5 | 2.0 | 2 | -0.5 | -5 | 2 | -1.6 |
| Cc1ccc(/C=C2\Sc3ccccc3C2=O)s1 | -3 | 3 | 5.1 | -0.7 | 0.1 | 3.0 | -17 | 4.0 | -25 | -3 | -0.1 |
| N#Cc1c(-c2cccc([N+](=O)[O-])c2)nc2n(c1=O)CCS2 | 2 | -7 | -3.1 | -1.4 | -0.5 | 2.8 | -1 | -0.3 | -5 | -2 | -1.1 |
| CCc1ccc(C(=O)NNc2ccc(F)cc2)cc1 | -5 | 16 | 0.9 | -1.3 | 0.6 | 1.9 | -3 | 1.2 | -6 | 6 | 0.1 |
| CCc1ccc(-c2cc(C(=O)NCc3ccco3)c3ccccc3n2)s1 | -335 | -5 | 0.8 | -1.5 | 0.4 | 1.9 | i | 0.7 | i | i | -1.4 |
| CSc1cccc(CNC(=O)C2CCC(=O)N(CCc3ccccc3)C2)c1 (configuration not stated) | -4 | 9 | 1.1 | 1.1 | 0.0 | 1.0 | -3 | -1.1 | -2 | -12 | -1.0 |
| O=C(COC(=O)/C=C/c1ccccc1[N+](=O)[O-])NC1CC1 | 0 | -2 | 5.2 | -0.5 | 1.9 | -0.2 | -2 | 5.5 | -7 | -1 | 0.7 |
| CCS(=O)(=O)c1ncc(Cl)c(C(=O)Nc2ccc(C)cc2)n1 | -1 | 0 | -2.7 | -0.4 | -0.1 | 19* | 0 | -1.4 | -4 | 5 | -0.7 |
| COc1cc(S(=O)(=O)N2CCN(C(=O)C3CC3)CC2)ccc1NC(C)=O | 0 | -1 | -1.7 | 0.2 | -1.1 | 1.5 | 2 | 0.6 | 3 | -4 | -1.5 |

Arranged by length of the SMILES (high to low): 5 of the compounds above
| molecule | ADAM17 inh | sPLA2-III inh | hgDAF-12 ag | DAX1 inh-1 | DAX1 inh-2 | FXN GAA850 act | PLCg1 inh | hcDAF12 agonist | PLC-beta3 inh | ADAM10 inh | ssDAF-12 act |
| --- | --- | --- | --- | --- | --- | --- | --- | --- | --- | --- | --- |
| COc1cccc(N2C(=O)C3C(C2=O)C3(c2ccccc2)c2ccccc2)c1 (configuration not stated) | 0 | -7 | 1.8 | 1.8 | 0.0 | -0.8 | 0 | 0.1 | -4 | 2 | -1.5 |
| O=C(NNC1CC(c2ccccc2)=NN1C(=O)c1ccccc1)c1ccccc1 (configuration not stated) | -2 | -2 | 1.9 | -0.8 | -1.1 | -1.4 | 5 | -0.9 | 3 | 5 | -1.7 |
| N#Cc1c(-c2cccc([N+](=O)[O-])c2)nc2n(c1=O)CCS2 | 2 | -7 | -3.1 | -1.4 | -0.5 | 2.8 | -1 | -0.3 | -5 | -2 | -1.1 |
| CSc1cccc(CNC(=O)C2CCC(=O)N(CCc3ccccc3)C2)c1 (configuration not stated) | -4 | 9 | 1.1 | 1.1 | 0.0 | 1.0 | -3 | -1.1 | -2 | -12 | -1.0 |
| Cc1ccc(/C=C2\Sc3ccccc3C2=O)s1 | -3 | 3 | 5.1 | -0.7 | 0.1 | 3.0 | -17 | 4.0 | -25 | -3 | -0.1 |

Further results
| molecule | ADAM17 inh | sPLA2-III inh | hgDAF-12 ag | DAX1 inh-1 | DAX1 inh-2 | FXN GAA850 act | PLCg1 inh | hcDAF12 agonist | PLC-beta3 inh | ADAM10 inh | ssDAF-12 act |
| --- | --- | --- | --- | --- | --- | --- | --- | --- | --- | --- | --- |
| CC(=O)Nc1ccc(NC(=O)CC(NC(=O)c2ccccc2)c2ccccc2)cc1 (configuration not stated) | -2 | 0 | 2.1 | -0.4 | -0.4 | 0.3 | 4 | -1.6 | -1 | -6 | -0.2 |
| COc1ccc(C(=O)NCC2CCCO2)cc1S(=O)(=O)N1CCCc2ccccc21 (configuration not stated) | -6 | 1 | -1.3 | -0.7 | 1.0 | 1.7 | 2 | 0.1 | 1 | -9 | -1.9 |
| COc1cc(C2CC(=O)C3=C(C2)Nc2ncnn2C3c2cccs2)cc(OC)c1OC (configuration not stated) | -25 | 0 | -0.7 | . | 0.1 | 0.5 | -5 | -0.4 | -13 | -36 | -1.0 |
| C/C=C(\C)CN1CCN(c2ccc(C)cc2)CC1 | -3 | -3 | -1.7 | 0.4 | -0.4 | 0.0 | 1 | -0.1 | 1 | -16 | -1.0 |
| Cc1onc(-c2c(Cl)cccc2Cl)c1C(=O)N1CCN(c2ccc(F)cc2)CC1 | -1 | -5 | -1.9 | 0.7 | -0.1 | -2.5 | 2 | 1.1 | -2 | -3 | -1.2 |
| CN(C)c1ccc(CC(=O)c2nc3ccccc3s2)cc1 | -3 | -5 | -2.5 | -0.4 | -1.4 | -4.0 | -46 | -1.3 | -40 | -8 | -1.7 |
| Cc1cc(-c2n[nH]c(=S)n2/N=C/c2cccc([N+](=O)[O-])c2)n[nH]1 | 0 | 15 | -1.3 | 3.7 | 0.2 | 2.2 | 2 | 1.8 | -3 | 4 | -0.5 |
| O=C(NC1CCCCN(Cc2ccc(Cl)cc2)C1=O)c1ccccc1 (configuration not stated) | -7 | 3 | 1.6 | . | -1.3 | . | 4 | -1.4 | -2 | -11 | -1.1 |
| CCNS(=O)(=O)c1ccc(CCC(=O)Nc2ccc3c(c2)OCO3)cc1 | -3 | -1 | 2.6 | -0.5 | -0.6 | 1.7 | 2 | -0.6 | 1 | -13 | -0.9 |
| Cc1c(C(=O)N2CCN(c3ccccn3)CC2)oc2c1C(=O)CC(C)(C)C2 | -3 | 3 | -2.4 | -0.3 | -0.3 | -1.3 | 1 | -1.0 | -7 | 1 | -0.2 |
| NC(=O)CN1C(=O)NC2(CCCc3sccc32)C1=O (configuration not stated) | 3 | 4 | -0.4 | 1.4 | 0.0 | 1.1 | 3 | 1.7 | -7 | 8 | -0.8 |
| COC(=O)c1ccccc1NC(=O)COC(=O)[C@H](C)NC(N)=O | -1 | 4 | 0.8 | -1.1 | 0.5 | -0.1 | 3 | 0.3 | -73 | 1 | -1.0 |
| CCSc1nc(N2CCOCC2)c2c(c1C#N)CCCC2 | -1 | 2 | 2.1 | -0.8 | 0.2 | 3.9 | -4 | -0.8 | -3 | 5 | -1.4 |
| CCN1CCN(C(=S)NC(C)c2ccccc2)CC1 (configuration not stated) | -1 | 8 | 2.7 | -0.3 | -0.5 | 1.3 | 2 | -1.3 | -2 | -9 | -1.3 |
| COc1cccc(N(CC(=O)Nc2ccccc2C(=O)N2CCCC2)S(C)(=O)=O)c1 | -4 | 0 | 0.0 | 2.9 | -0.2 | -0.9 | -3 | 0.9 | -6 | -2 | -1.2 |
| CCOC(=O)N1CCN(C(=O)c2ccccc2NC(=O)c2ccc(F)cc2)CC1 | -4 | 5 | -0.2 | -0.9 | -0.2 | 0.8 | 1 | 1.4 | 1 | -5 | -1.6 |
| COc1ccc(-c2nnc(NC(=O)Cc3ccccc3)o2)cc1 | 0 | -3 | 0.8 | 0.0 | 0.0 | -1.3 | 0 | 0.2 | -7 | -9 | -1.1 |
| COc1ccc(/C=C/C(=O)Nc2ccccc2)cc1OC | -1 | 12 | 17* | 0.2 | 3.5 | 2.2 | 1 | 1.9 | -2 | -2 | -0.5 |
| O=C(NCCN1CCOCC1)c1cc(-c2ccccc2)on1 | 0 | -1 | 24* | 2.2 | 0.2 | 17* | -1 | 1.9 | 1 | 11 | 0.4 |
| COc1cc2c(=O)n(CCC(=O)NCC3CCCO3)c(=O)n(CC(=O)Nc3ccccc3C)c2cc1OC (configuration not stated) | -24 | 4 | 4.1 | -0.7 | -0.2 | -1.7 | -3 | 0.1 | -9 | -69 | -1.0 |
| O=C(Nc1ccc(Oc2ccccc2)cc1)c1ccc(Cn2c(=O)[nH]c3ccsc3c2=O)cc1 | 3 | -3 | -0.3 | 0.0 | -1.1 | -3.0 | 2 | -0.2 | -2 | -8 | -0.5 |
| Nc1ccc2c(c1)C(O)c1cccc(C(=O)O)c1-2 (configuration not stated) | -20 | -3 | -0.9 | -0.3 | 0.0 | -1.5 | -58 | -1.5 | -74 | -63 | -1.1 |
| Cc1ccc(C)c(NC(=O)C2CC3c4ccccc4C2c2ccccc23)c1 (configuration not stated) | 0 | 2 | -0.1 | -0.5 | 0.1 | 1.1 | 4 | -1.7 | 5 | -1 | -1.2 |
| Clc1ccc2scc(CN3CCCCC3)c2c1 | 0 | -8 | -0.4 | -1.0 | -0.1 | -2.0 | 0 | -0.8 | 5 | 1 | -1.8 |
| Cc1c(-c2cccc(Cl)c2)nc2ccccc2c1C(=O)OCC(=O)Nc1ccc2c(c1)OCO2 | -1 | -3 | 4.1 | -2.2 | 0.4 | -3.6 | -2 | -0.5 | -2 | -3 | -0.8 |

This is a random part of the collection; about 6.9% have a hit in one of these screens.
